Compound activity deposited in PubChem BioAssay by several laboratories.
GLD-1 RNA inh = GLD-1-TGE RNA interaction inhibition (C. elegans); purified GLD-1 + fluorescein TGE RNA, fluorescence polarization; Q17339; inhibition, % at 5.96 µM; 320,000 tested, 0.44% active;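 active = percent inhibition above a per-plate cutoff, the plate mean of test compounds plus 3 SD, cut at about 30% in these data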;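 note: 0% = DMSO wells with GLD-1 and probe and 100% = wells lacking GLD-1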
Target sequence (Q17339 whole entry, looked up): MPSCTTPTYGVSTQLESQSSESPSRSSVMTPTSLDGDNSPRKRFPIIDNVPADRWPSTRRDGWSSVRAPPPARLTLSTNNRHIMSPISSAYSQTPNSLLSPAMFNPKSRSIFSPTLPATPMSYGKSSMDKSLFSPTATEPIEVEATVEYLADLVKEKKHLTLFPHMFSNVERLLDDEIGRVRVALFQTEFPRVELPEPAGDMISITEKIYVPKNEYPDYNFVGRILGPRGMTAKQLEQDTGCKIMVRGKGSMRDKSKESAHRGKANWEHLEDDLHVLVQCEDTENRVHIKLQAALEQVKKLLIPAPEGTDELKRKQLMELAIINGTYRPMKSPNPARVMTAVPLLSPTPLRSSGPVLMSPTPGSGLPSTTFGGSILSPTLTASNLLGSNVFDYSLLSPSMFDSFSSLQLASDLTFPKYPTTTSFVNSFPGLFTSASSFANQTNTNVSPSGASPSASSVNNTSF
MEX-5 binding = C. elegans MEX-5 TCR-2 RNA binding activity | AID 1832 | Q9XUB2 | activity score (negative = inhibition of binding), % at 10 µM | 300,000 tested, 0.38% active | MEX-5/FITC-TCR2 RNA binding, fluorescence polarization; active compounds read low;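 active = inhibition past about -25% in most replicates, and total fluorescence under double the plate's negative control median, limit read from the data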;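 note: 0% = DMSO and -100% = 5 µM competing unlabeled TCR2 RNA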
PAFAH1B2 FP inh = inhibitors of human PAFAH1B2; inhibition, % at 3.39 µM; P68402; recombinant PAFAH1B2, FP-rhodamine activity probe, fluorescence polarization; 340,000 tested, 1.2% active;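 active = inhibition above the mean of all tested compounds plus 3 SD, cut at about 24% in these data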;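 note: 0% = enzyme with DMSO and 100% = wells lacking PAFAH1B2; many of its hits are not listed in these tables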
MCL1 BIM primary = inhibitors of human MCL1 binding to BIM-BH3 peptide; inhibition, % at 10.9 µM; 320,000 tested, 0.68% active; Q07820; GST-MCL1 / FITC-Bim-BH3 fluorescence polarization;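 active = inhibition above the mean inhibition of all tested compounds plus 3 SD, set per campaign, cut at about 40% in these data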;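 note: 0% = DMSO wells and 100% = unlabeled Bim-BH3 peptide control; higher means more loss of mP so more displacement of Bim peptide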
Bcl-xL primary = blocks human Bcl-xL binding to Bim BH3 peptide; GST-Bcl-xL / FITC-Bim BH3 peptide fluorescence polarization; AID 2129; 320,000 tested, 0.7% active; inhibition, % at 10.9 µM;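 active = inhibition above the mean of all tested compounds plus 3 SD, cutoff set per campaign, cut at about 30% in these data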;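 note: 0% = DMSO wells and 100% = unlabeled Bim-BH3 peptide competitor; inhibitors lower millipolarization by displacing the labeled peptide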
PME-1 inh = PME-1 (human) inhibition; Q9Y570; recombinant PME-1, FP-Rh probe fluorescence polarization; inhibition, % at 5.9 µM; 320,000 tested, 0.53% active;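 active = inhibition above the campaign mean of all compounds plus 3 SD, cut at about 26% in these data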;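 note: competitive labeling of PME-1 active site by serine hydrolase directed probe; 0% = PME-1 with DMSO and 100% = wells lacking PME-1 enzyme; inhibitors block probe labeling so polarization falls and inhibition rises; many of its hits are not listed in these tables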
AHR activator = activates the human aryl hydrocarbon receptor; P35869; AHR-responsive luciferase reporter cells, luminescence; activation, % at 5 µM; 320,000 tested, 2.5% active; AID 2796; in the data active = activation above about 47%;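 note: 0% = vehicle wells and 100% = reference agonist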
Fam108B inh = counter-screen for RBBP9 inhibitors: inhibitors of mouse Fam108B; recombinant Fam108B, FP-Rh probe fluorescence polarization; inhibition, % at 9.51 µM; 300,000 tested, 0.33% active;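 active = inhibition above the screen mean inhibition plus 3 SD, computed separately per campaign, cut at about 18% in these data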;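 note: inhibitors lower polarization as less probe binds the enzyme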
pPAFAH inh = pPAFAH (human) enzyme inhibition; Q13093; recombinant pPAFAH, FP-rhodamine probe fluorescence polarization; inhibition, % at 3.39 µM; 330,000 tested, 1.5% active;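 active = inhibition above the mean inhibition across the screen plus 3 SD, cut at about 25% in these data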;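 note: inhibitors block binding of the rhodamine activity-based probe so polarization drops; 0% = enzyme with DMSO and 100% = wells lacking pPAFAH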
Target sequence (Q13093 whole entry, looked up): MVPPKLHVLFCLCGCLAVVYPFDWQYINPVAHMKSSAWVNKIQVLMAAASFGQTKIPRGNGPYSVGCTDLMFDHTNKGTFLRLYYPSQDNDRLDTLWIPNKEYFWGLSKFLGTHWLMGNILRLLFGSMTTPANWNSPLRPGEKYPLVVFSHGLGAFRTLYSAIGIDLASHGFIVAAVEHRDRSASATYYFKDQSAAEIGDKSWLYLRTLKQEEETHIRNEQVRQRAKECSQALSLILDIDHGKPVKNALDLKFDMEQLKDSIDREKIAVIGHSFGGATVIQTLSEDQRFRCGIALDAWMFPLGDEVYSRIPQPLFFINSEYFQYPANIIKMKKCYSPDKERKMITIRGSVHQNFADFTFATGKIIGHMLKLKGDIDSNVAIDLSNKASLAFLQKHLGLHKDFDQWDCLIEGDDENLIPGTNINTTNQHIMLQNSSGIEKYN
Starred values were filed as active, the others as inactive; . = no result given. This is a subset; count on the stated rates, not on these rows.

SMILES	GLD-1 RNA inh	MEX-5 binding	PAFAH1B2 FP inh	MCL1 BIM primary	Bcl-xL primary	PME-1 inh	AHR activator	Fam108B inh	pPAFAH inh
Cn1nnnc1Sc1ncnc2scc(-c3ccc([N+](=O)[O-])cc3)c12	7	.	4	3	2	3	0	.	8
CCN(CC)CCCNC(=O)CCn1nc(-c2ccc(Cl)cc2)ccc1=O	-4	1.9	0	2	0	-3	1	-6	1
CCOC(=O)n1c(O)c(N=NC(N)=S)c2cc(C)ccc21	7	0.2	3	3	7	-3	3	2	-1
O=C(NCc1ccccc1)C1Cc2ccccc2CN1C(=O)c1ccco1 (stereo not given)	-2	-3.3	-5	11	-1	-3	1	-3	2
CCOc1cc(/C=N/NC(=O)Cc2ccc(C(F)(F)F)cc2[N+](=O)[O-])ccc1O	4	-3.4	0	12	0	1	9	1	-1
COCC(=O)Nc1nc2ccc(S(C)(=O)=O)cc2s1	2	-0.3	3	6	5	3	1	-3	3
COc1ccc(CN2CCNC(=O)C2CC(=O)N2CCCCO2)c(OC)c1 (stereo not given)	5	-1.7	1	9	4	2	2	2	-1
CCc1ccc(NC(=O)[C@H](C)NC(=O)C2CCN(C(=O)[C@@H](N)C(C)C)CC2)cc1	5	-2.0	2	-1	2	2	2	9	2
CN(Cc1ccccc1)C(=O)COC(=O)Cn1cnc2ccccc21	7	0.9	3	-2	-2	-4	-1	-5	-2
O=C(Nc1cccnc1)Nc1ccc(Cl)cc1Cl	14	-3.7	3	11	4	0	48*	1	-4
CSc1ccccc1C(=O)C1CCCN(C(=O)c2cc(C(C)C)no2)C1 (stereo not given)	12	-1.2	4	5	3	-1	7	-2	2
O=C(Nc1ccc(Cl)cn1)c1ccc2c(Cl)c3c(nc2c1)CCC3	4	-0.1	1	5	6	-8	1	-2	5
CCOCCn1ccc2c(OCC(=O)NCCc3ccc(OC)c(OC)c3)cccc2c1=O	0	-1.1	9	4	2	1	0	-4	3
O=C(CCn1cnnn1)Nc1ccc(Cl)cc1Cl	4	-1.5	4	3	3	1	-1	1	-2
CCOC(=O)c1sc(S(C)=O)c2c1CCc1conc1-2 (stereo not given)	4	-1.8	.	9	5	0	2	4	3
Cc1c(Nc2nc(-c3ccc(Cl)cc3)cs2)c(=O)n(-c2ccccc2)n1C	-1	1.8	0	0	4	3	10	1	22
COc1ccc(OCC(=O)Nc2c3c(nn2C(C)(C)C)CS(=O)(=O)C3)cc1	5	0.8	-1	-1	3	3	2	4	5
O=c1[nH]ncc(N/N=C\c2cccnc2)c1Cl	3	-2.9	4	-1	6	7	12	6	-1
O=C1N2c3ccccc3CCc3cccc(c32)C1(O)C(F)(F)F (stereo not given)	2	-0.1	10	0	-2	0	-1	1	-5
C/C=C/Cn1c(N(C)Cc2ccccc2)nc2c1c(=O)[nH]c(=O)n2C	7	-1.5	5	-4	0	-4	3	-2	9
O=C(c1cccs1)c1coc2ccc(O)cc12	8	0.9	5	-6	-2	-1	-3	-4	5
Cc1ccc(C(C)NC(=O)c2ccco2)cc1 (stereo not given)	-6	-0.7	14	-1	1	-8	-2	-1	0
CCOc1ccc(-c2nnn(CCC#N)n2)cc1OC	-8	1.0	9	-7	-4	-1	1	1	-1
O=C(CCc1c[nH]c2ccccc12)NCC1COc2ccccc2O1 (stereo not given)	-2	1.4	-3	-6	-8	-4	7	2	5
COCCN1CCN(C(=O)c2cc(COc3cc(C)ccc3C)on2)CC1	10	-1.5	8	6	6	-1	12	2	2
CCCOc1c(Br)cc(C(=O)OCC(=O)NC(=O)c2cccn2C)cc1OC	0	.	0	-6	-1	-5	3	.	6
N#CCc1nc(CSc2nc3ccccc3o2)cs1	-5	0.9	-1	-14	-10	-2	2	-5	11
O=C(CN1CCN(c2ccccc2F)CC1)c1ccc2cc[nH]c2c1	2	1.1	3	2	6	4	4	-1	6
O=C(CNC(=S)NC(=O)c1cccs1)c1ccccc1	4	-2.0	2	-2	1	-4	4	2	-10
CC(C)CN(CC(C)C)S(=O)(=O)N1CCC(C(=O)NCCN2CCOCC2)CC1	3	0.3	2	1	4	-1	0	-3	3
COc1cc(NC(=O)c2cc([N+](=O)[O-])ccc2NC(=O)CNC2CCCCC2C)cc(OC)c1 (stereo not given)	11	0.2	-1	-5	-6	-17	28	-11	0
O=C(CO/N=C/c1ccccc1OC(F)F)NC1CCCC1	-4	-0.9	-5	-11	-3	1	5	2	3
CCOC(=O)Cc1csc(/N=C/c2c(O)n(-c3ccc(C)c(C)c3)c(=O)c3ccccc23)n1	9	-4.7	-3	14	-1	1	0	-4	2
CCOc1cccc2sc(N(CCCN(C)C)C(=O)c3ccc(S(=O)(=O)N4CCc5ccccc5C4)cc3)nc12	4	-0.3	4	5	7	4	3	-3	3
Cc1cc(NS(=O)(=O)c2ccc(NC(=O)CSc3nnc(-c4ccco4)n3C)cc2)nc(C)n1	1	2.3	6	4	8	6	1	0	4
O=C1CCCN1CCCN1C(=O)N[C@@H](Cc2ccccc2)C1=O	3	-4.1	3	3	6	-6	1	3	4
Cc1cccc(-n2c(O)c(C=Nc3ccccc3-c3n[nH]c(=S)[nH]c3=O)c3ccccc3c2=O)n1	0	2.3	4	9	12	-2	3	7	-1
Cc1ccnc2nc(C(=O)OCC(=O)NCCc3ccccc3)nn12	5	-3.4	9	-5	0	5	4	0	0
O=C(CSc1ccccn1)Nc1nonc1[N+](=O)[O-]	-1	-0.2	4	9	8	-8	1	1	-4
CCOC(=O)c1cc(NC(=O)/C=C\C(=O)O)ccc1Cl	-25	-0.8	4	-34	-5	3	0	-3	6
COc1ccc(CCNC(=O)c2coc3ccccc3c2=O)cc1	3	0.1	5	3	2	-3	12	2	3
COc1ccc(CCNc2ncnc3nc[nH]c23)cc1OC	-2	-2.1	0	2	4	-4	3	-2	7
CCC1(CC)C(=O)C(C)(C)C(=O)OC1c1cccs1 (stereo not given)	-1	-1.0	-5	8	0	5	2	5	1
CCn1c(SCC(=O)NCCOc2ccccc2)nc2ccccc2c1=O	1	2.1	1	1	2	-4	8	6	-1
N#C/C(=C(/O)CN1C(=O)c2ccccc2C1=O)c1nc2ccccc2[nH]1	-7	-3.7	-5	4	0	1	24	-1	8
COc1ccc2oc(=O)cc(-c3cc4cccc(OC)c4o3)c2c1	5	-0.9	-4	1	-1	-4	14	-5	2
COc1ccc(-c2csc(NC(=O)CSCc3c(C)noc3C)n2)cc1OC	4	-3.5	-2	2	3	-7	-1	4	1
COc1ccc(NC(=S)NC(=O)Cc2ccccc2)cc1	8	2.8	0	2	2	0	18	-5	1
Cc1ccc(N2C(=O)C(Cl)=C(NCCO)C2=O)c(C)c1	2	2.4	-1	9	8	5	3	6	2
CSCCC(NS(=O)(=O)c1ccccc1)C(=O)OCc1cc(=O)oc2cc(O)ccc12 (stereo not given)	-4	-3.3	13	5	1	-2	1	-1	4
Cn1c(CNc2ccc(Cl)cc2)nnc1SCc1ccccc1	-1	-0.9	12	7	4	3	101*	1	4
O=C(c1ccccc1Cl)N1CCN(c2ccccn2)CC1	8	3.3	4	-1	4	-10	5	-3	0
O=C(Cc1ccsc1)Nc1cc(F)ccc1F	4	2.5	11	0	1	3	-6	-3	1
Cc1cc(C)n2cc(CSc3nnnn3-c3ccccc3C)nc2n1	-1	-3.3	5	1	3	-1	20	-1	1
Nc1ccc(Cc2nc3cc4ccccc4cc3[nH]2)cc1	10	0.9	.	20	20	3	15	2	9
CCOc1ccc(-n2c(=O)c3c4c(sc3n(CC(=O)NCC3CCCO3)c2=O)CCC4)cc1 (stereo not given)	1	0.9	-3	-3	4	0	0	-2	6
COc1ccc(N2CCN(C(CNS(=O)(=O)c3cc(F)ccc3F)c3cccnc3)CC2)cc1 (stereo not given)	12	-2.3	5	-3	8	0	-2	-1	0
COc1ccc(OC)c(NC(=S)NCc2ccc(S(N)(=O)=O)cc2)c1	2	-2.7	4	7	5	2	4	8	-2
CC1(C)Cc2nc(N3CCCC3)c(C#N)cc2CO1	-8	-2.6	0	-19	-11	-6	-3	-9	-1
CCOC(=O)C1=C(CS(=O)(=O)c2ccccc2)NC(=O)NC1c1ccccc1 (stereo not given)	-3	-1.9	4	-18	-12	-3	5	-8	-12

Other entries
SMILES	GLD-1 RNA inh	MEX-5 binding	PAFAH1B2 FP inh	MCL1 BIM primary	Bcl-xL primary	PME-1 inh	AHR activator	Fam108B inh	pPAFAH inh
CCN(C(=O)CN1C(=O)CN(C)C1=O)c1cccc2ccccc12	4	.	1	.	.	.	-2	.	2
O=C(Cc1ccc(S(=O)(=O)N2CCOCC2)s1)Nc1ccccc1N1CCCC1	12	-5.1	-3	8	20	-1	5	-3	-6
COc1ccc(C)cc1NC(=O)CN1CCN(S(=O)(=O)c2ccc3ccccc3c2)CC1	-3	.	8	-5	-3	5	-3	.	-1
O=C(CN1C(=O)CCSc2ccccc21)Nc1ccc(F)cc1	5	0.2	2	-3	0	1	4	1	6
Cc1ccc(N/C=C(\C2OC(=O)c3ccccc32)[N+](=O)[O-])c(C)c1 (stereo not given)	2	-2.4	.	7	6	1	1	-5	1
CC(NC(=O)CNC(=O)c1ccco1)c1ccccc1 (stereo not given)	12	0.0	5	-1	3	0	-4	0	9
S=c1[nH]cnc2scc(-c3ccc(Cl)cc3)c12	-1	-0.2	.	13	12	-6	-1	-1	0
CCOC(=O)c1cn(CC)c2c(ccc3ccccc32)c1=O	-1	0.5	1	6	2	-9	8	-6	-1
Cc1cc(C(=O)O)c(S(C)(=O)=O)s1	5	-1.0	10	2	8	-3	-1	-2	-2
CC(C)(C)c1ccc(OCC(=O)NCc2ccco2)cc1	0	-1.5	19	9	3	-4	12	4	-1
C=CCOc1ccc(/C=C/C(=O)OCC(=O)N(C)C2CCS(=O)(=O)C2)cc1 (stereo not given)	4	-1.4	0	-6	0	7	1	1	5
CN(c1ncc(C(F)(F)F)cc1Cl)N1C(=O)c2cccc(N)c2C1=O	84*	-0.6	-5	62*	59*	-1	-1	1	1
O=[N+]([O-])c1cc(C(F)(F)F)ccc1N1CCCNCC1	-4	-1.5	-1	5	3	11	8	3	2
CCN1CCN(c2c(Cl)cccc2NC(=O)c2ccc3nsnc3c2)CC1	4	1.2	5	2	-3	-1	13	0	4
CC(C)CCN1CCN(Cc2ccc(C(F)(F)F)cc2)CC1CCO (stereo not given)	-1	0.0	5	10	10	-5	1	4	-4
S=c1[nH]c(-c2ccccc2)cs1	-2	-3.0	-4	7	12	-1	1	5	7
COc1cc(/C=C(\C#N)C(=O)Nc2cccc3ncccc23)ccc1O	-32	-1.7	.	7	14	4	1	-1	0
CN(C(=O)c1ccc(Br)cc1)C1CCS(=O)(=O)C1 (stereo not given)	8	-0.9	5	3	3	1	3	-1	2
Cc1cc(OC(=O)c2cc(Cl)ccc2Cl)c([N+](=O)[O-])c(=O)[nH]1	1	-0.7	-2	-1	2	-3	2	-4	-2
CN1CCC(=NNC(=O)CN(c2cccc([N+](=O)[O-])c2)S(=O)(=O)c2ccccc2)CC1	5	1.6	1	6	2	0	8	1	8
CC(C)c1ccc(/C=C/C(=O)NC2CCCCC2)cc1	-2	-0.4	4	-5	3	-3	0	-2	3
